Compound activity: PubChem, The Scripps Research Institute Molecular Screening Center
Fam108B counter = blocks mouse Fam108B hydrolase in RBBP9 counter-screen | recombinant Fam108B, FP-Rh probe fluorescence polarization | inhibition, % at 9.51 µM | 0.33% of 300,000 active | AID 1947;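 active means inhibition above the screen mean inhibition plus 3 SD, computed separately per campaign, cut at about 18% in these data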;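 further: inhibitors lower polarization as less probe binds the enzyme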
GSTO1 inh = counter-screen for RBBP9 inhibitors: inhibitors of human GSTO1 | recombinant GSTO1, activity-based probe fluorescence polarization | inhibition, % at 5.96 µM | 1.1% of 300,000 active | P78417;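 active means inhibition above the campaign mean inhibition plus 3 SD, cut at about 35% in these data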;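 further: 0% = GSTO1-1 with DMSO and 100% = wells lacking GSTO1-1 enzyme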
Target sequence (P78417 whole entry, looked up): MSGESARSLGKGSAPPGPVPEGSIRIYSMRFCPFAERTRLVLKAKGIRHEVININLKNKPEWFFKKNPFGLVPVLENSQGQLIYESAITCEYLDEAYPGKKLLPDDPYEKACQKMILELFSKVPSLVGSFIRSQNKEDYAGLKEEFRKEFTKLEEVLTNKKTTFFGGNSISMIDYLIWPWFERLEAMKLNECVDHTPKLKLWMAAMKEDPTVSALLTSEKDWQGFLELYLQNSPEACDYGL
LYPLA1 inh = counter-screen for PME1 inhibitors: inhibitors of human LYPLA1. O75608. inhibition, % at 5.9 µM. recombinant LYPLA1, FP-Rh probe fluorescence polarization. 0.16% of 320,000 active. AID 2174;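 active means inhibition above the mean of all tested compounds plus 3 SD, set per campaign, cut at about 14% in these data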;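 further: inhibitors block serine hydrolase probe labeling of LYPLA1 so polarization falls; 0% = enzyme with DMSO and 100% = wells lacking LYPLA1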
PAFAH2 inh = inhibitors of human PAFAH2. Q99487. recombinant PAFAH2, FP-rhodamine activity probe, fluorescence polarization. inhibition, % at 3.39 µM. 0.99% of 340,000 active. AID 492956;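 active means inhibition above the mean over all tested compounds plus 3 SD, cut at about 30% in these data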;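 further: inhibitors block probe labeling of enzyme so polarization drops; 0% = enzyme with DMSO and 100% = wells lacking PAFAH2 protein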
PAFAH1B3 FP inh = inhibitors of human PAFAH1B3 | Q15102 | inhibition, % at 3.39 µM | 0.28% of 340,000 active | AID 492972 | recombinant PAFAH1B3, FP-rhodamine probe, fluorescence polarization;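 active means inhibition above the screen-wide average of all tested compounds plus 3 SD, cut at about 25% in these data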;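 further: 0% = enzyme with DMSO only and 100% = wells lacking PAFAH1B3 protein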
PAFAH1B2 FP inh = PAFAH1B2 (human) inhibition; P68402; recombinant PAFAH1B2, FP-rhodamine activity probe, fluorescence polarization; inhibition, % at 3.39 µM; 1.2% of 340,000 active; AID 492953;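 active means inhibition above the mean of all tested compounds plus 3 SD, cut at about 24% in these data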;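 further: 0% = enzyme with DMSO and 100% = wells lacking PAFAH1B2; many of its hits are not listed in these tables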
PME-1 primary = PME-1 (human) inhibition | Q9Y570 | recombinant PME-1, FP-Rh probe fluorescence polarization | inhibition, % at 5.9 µM | 0.53% of 320,000 active | AID 2130;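 active means inhibition above the campaign mean of all compounds plus 3 SD, cut at about 26% in these data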;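 further: competitive labeling of PME-1 active site by serine hydrolase directed probe; 0% = PME-1 with DMSO and 100% = wells lacking PME-1 enzyme; inhibitors block probe labeling so polarization falls and inhibition rises; many of its hits are not listed in these tables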
Target sequence (Q9Y570 whole entry, looked up): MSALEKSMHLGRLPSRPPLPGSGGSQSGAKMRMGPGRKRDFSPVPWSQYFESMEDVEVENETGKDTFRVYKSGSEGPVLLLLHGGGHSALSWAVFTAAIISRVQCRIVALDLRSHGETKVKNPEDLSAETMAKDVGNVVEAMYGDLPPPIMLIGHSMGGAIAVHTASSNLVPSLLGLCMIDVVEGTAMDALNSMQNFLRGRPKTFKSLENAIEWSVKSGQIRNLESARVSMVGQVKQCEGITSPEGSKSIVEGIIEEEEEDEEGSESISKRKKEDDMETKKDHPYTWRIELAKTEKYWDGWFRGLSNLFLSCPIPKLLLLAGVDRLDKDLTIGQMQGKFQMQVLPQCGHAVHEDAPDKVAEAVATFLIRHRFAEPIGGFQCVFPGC
PAD4 FP inh = PAD4 (human) enzyme inhibition; Q9UM07; recombinant PAD4, RCA probe fluorescence polarization; inhibition, % at 6.36 µM; 0.41% of 330,000 active; AID 485272;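 active means percent inhibition above a cutoff equal to the mean of all tested compounds plus 3 SD, cut at about 15% in these data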;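 further: 0% = PAD4 with RCA probe and DMSO and 100% = probe without PAD4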
pPAFAH FP inh = pPAFAH (human) enzyme inhibition; recombinant pPAFAH, FP-rhodamine probe fluorescence polarization; AID 463082; Q13093; 1.5% of 330,000 active; inhibition, % at 3.39 µM;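 active means inhibition above the mean inhibition across the screen plus 3 SD, cut at about 25% in these data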;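 further: inhibitors block binding of the rhodamine activity-based probe so polarization drops; 0% = enzyme with DMSO and 100% = wells lacking pPAFAH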
Target sequence (Q13093 whole entry, looked up): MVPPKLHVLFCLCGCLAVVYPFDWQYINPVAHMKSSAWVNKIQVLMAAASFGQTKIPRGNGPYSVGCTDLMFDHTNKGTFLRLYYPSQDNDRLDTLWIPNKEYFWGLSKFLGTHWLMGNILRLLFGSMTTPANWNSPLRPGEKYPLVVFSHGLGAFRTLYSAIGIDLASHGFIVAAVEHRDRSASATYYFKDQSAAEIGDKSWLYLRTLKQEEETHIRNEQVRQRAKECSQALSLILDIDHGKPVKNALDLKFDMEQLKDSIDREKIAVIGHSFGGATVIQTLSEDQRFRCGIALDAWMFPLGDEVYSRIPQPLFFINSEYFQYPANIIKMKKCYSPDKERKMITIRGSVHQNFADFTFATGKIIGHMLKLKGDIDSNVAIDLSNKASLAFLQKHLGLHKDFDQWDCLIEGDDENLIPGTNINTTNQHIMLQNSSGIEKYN
The depositor's hits bear a star; . = not tested or not shown.

The first 2 compounds, to show the layout:
cpd	Compound	Fam108B counter	GSTO1 inh	LYPLA1 inh	PAFAH2 inh	PAFAH1B3 FP inh
1	S=c1[nH]nc(-c2ccco2)n1/N=C/c1cccc(Cl)c1	5	-6	3	13	5
2	O=C(Cc1cccs1)Nc1cccc(-c2nnc(-c3ccco3)o2)c1	0	-8	-2	4	7

cpd	PAFAH1B2 FP inh	PME-1 primary	PAD4 FP inh	pPAFAH FP inh
1	6	0	0	8
2	2	-2	-4	1

The whole of this part, from the start:
cpd	Compound	Fam108B counter	GSTO1 inh	LYPLA1 inh	PAFAH2 inh	PAFAH1B3 FP inh
1	S=c1[nH]nc(-c2ccco2)n1/N=C/c1cccc(Cl)c1	5	-6	3	13	5
2	O=C(Cc1cccs1)Nc1cccc(-c2nnc(-c3ccco3)o2)c1	0	-8	-2	4	7
3	COc1ccc(CCNC(=O)c2csc3c2CCCC3)cc1OC	-1	-2	0	3	1
4	Cc1onc(-c2ccccc2Cl)c1C(=O)NCc1nc(-c2ccc(C(F)(F)F)cc2)no1	-9	-7	-4	-5	-5
5	O=S(=O)(Cc1cc(NCc2ccccc2)nc(-c2ccccn2)n1)c1ccccc1	3	1	1	0	6
6	C#Cc1cccc(C(=O)N2CCCC(C(=O)c3ccc(OC)cc3C)C2)c1 (centres undefined)	-3	7	2	7	6
7	CCC(C)(C)n1nnnc1C(c1cc2cccc(C)c2[nH]c1=O)N1CCCC1 (centres undefined)	0	4	1	0	-2
8	CCOCCn1c(=NC(=O)CSCC(=O)Nc2cc(C)on2)sc2cc(OC)ccc21	-1	1	1	1	9
9	Cc1ccccc1-n1c(SCC(=O)Nc2c(C)cccc2C)nc(O)cc1=O	5	0	-3	-8	3
10	CCS(=O)(=O)c1c(S(=O)(=O)CC)c2ccccn2c1C(N)=O	0	3	2	9	9
11	CCc1cc(C(=O)OC)c(NC(=O)CC2NCCNC2=O)s1 (centres undefined)	-2	-3	0	-1	8
12	Cc1ccc(-c2nc3ncccc3o2)cc1NC(=O)COc1ccccc1	-4	0	-1	2	1
13	Cc1ccccc1C(=O)Nc1nnc(-c2ccco2)o1	5	1	0	3	2
14	Brc1ccc(-c2nnc(-c3cccnc3)o2)cc1	3	17	-3	4	2
15	COC(=O)[C@@H](NC(=O)c1ccc2c(c1)S(=O)(=O)c1ccccc1C2=O)C(C)C	-2	0	-1	-1	-3

cpd	PAFAH1B2 FP inh	PME-1 primary	PAD4 FP inh	pPAFAH FP inh
1	6	0	0	8
2	2	-2	-4	1
3	4	6	-5	2
4	-3	2	0	1
5	5	2	0	3
6	1	9	-6	5
7	2	-4	-2	6
8	4	5	-5	-2
9	2	-3	1	31*
10	3	-8	1	-17
11	-1	1	0	3
12	2	1	-6	0
13	-4	2	-5	1
14	1	-4	11	-4
15	-1	1	3	-1

cpd	Compound	Fam108B counter	GSTO1 inh	LYPLA1 inh	PAFAH2 inh	PAFAH1B3 FP inh
16	COc1ccc2c(c1)C(=O)[C@@H](O)[C@H](c1ccc(OC)c(Br)c1)O2	-5	4	2	-6	8
17	O=C(COC(=O)C12CC3CC(CC(Br)(C3)C1)C2)NNC(=O)c1ccccc1	.	.	-2	3	5
18	CCc1c(C)c2ccc(OCC(=O)NCC3CCC(C(=O)O)CC3)c(C)c2oc1=O (centres undefined)	-2	0	-1	2	2
19	O=S1(=O)CCN2C(=N1)SC1=C2CCN(Cc2ccccc2)C1	-5	6	1	1	-2
20	COC(=O)c1sccc1NC(=O)/C=C/c1c(Cl)cccc1Cl	-8	-4	0	1	-2
21	COc1ccc([C@H](OC)[C@@]2(Cc3ccc(O)cc3)N=C(N)N(C)C2=O)cc1	.	.	1	6	0
22	Cc1oc(-c2ccc(Cl)cc2)nc1CN1CCC(C(=O)NCCCN2CCOCC2)CC1	0	5	-3	-1	3
23	COc1cc(NS(=O)(=O)c2ccc(NC(=S)NC(=O)CC(C)C)cc2)nc(OC)n1	1	-7	2	3	5
24	COc1ccc(CNc2ccc3c(c2)CCC3)cc1OC	3	7	2	.	.
25	CN(Cc1ccccc1)C(=O)COC(=O)c1cc(S(=O)(=O)N(C)C)ccc1N1CCCC1	4	5	5	0	3
26	CCCOc1ccc(N2CC(C(=O)Nc3ccccn3)CC2=O)cc1 (centres undefined)	-4	2	-3	-4	5
27	CCN(CC)S(=O)(=O)c1ccc(N2CCCC2)c(C(=O)OCC(=O)N2CCCC2)c1	-7	8	1	-4	10
28	COc1cccc(C2CC(c3cccs3)=NN2C(=O)CSc2nc3ccccc3o2)c1OC (centres undefined)	2	8	1	-2	-1
29	CCOC(=O)c1[nH]c2ccccc2c1NC(=O)NC(C)C	-4	0	0	9	4
30	Cc1ccc(NS(=O)(=O)c2cc(C(=O)N(C)C3CCN(C)CC3)ccc2Cl)cc1Cl	.	.	.	4	3

cpd	PAFAH1B2 FP inh	PME-1 primary	PAD4 FP inh	pPAFAH FP inh
16	1	1	2	8
17	52*	6	6	4
18	3	5	-1	5
19	-1	1	1	5
20	-2	-2	1	11
21	7	0	0	1
22	-1	-7	1	-1
23	0	2	0	1
24	.	5	-3	4
25	-4	2	-10	7
26	3	0	3	-3
27	4	2	-1	12
28	0	-3	2	0
29	5	-4	3	5
30	-2	.	-5	0

Pulled by structure from above, 5 records:
cpd	Compound	Fam108B counter	GSTO1 inh	LYPLA1 inh	PAFAH2 inh	PAFAH1B3 FP inh
29	CCOC(=O)c1[nH]c2ccccc2c1NC(=O)NC(C)C	-4	0	0	9	4
17	O=C(COC(=O)C12CC3CC(CC(Br)(C3)C1)C2)NNC(=O)c1ccccc1	.	.	-2	3	5
27	CCN(CC)S(=O)(=O)c1ccc(N2CCCC2)c(C(=O)OCC(=O)N2CCCC2)c1	-7	8	1	-4	10
18	CCc1c(C)c2ccc(OCC(=O)NCC3CCC(C(=O)O)CC3)c(C)c2oc1=O (centres undefined)	-2	0	-1	2	2
22	Cc1oc(-c2ccc(Cl)cc2)nc1CN1CCC(C(=O)NCCCN2CCOCC2)CC1	0	5	-3	-1	3

cpd	PAFAH1B2 FP inh	PME-1 primary	PAD4 FP inh	pPAFAH FP inh
29	5	-4	3	5
17	52*	6	6	4
27	4	2	-1	12
18	3	5	-1	5
22	-1	-7	1	-1

Other compounds:
cpd	Compound	Fam108B counter	GSTO1 inh	LYPLA1 inh	PAFAH2 inh	PAFAH1B3 FP inh
31	CCOC(=O)c1cn(-c2c(Cl)cccc2Cl)c2cc(Cl)c([N+](=O)[O-])cc2c1=O	4	22	3	16	0
32	CCOC(=O)c1sc(-c2ccc(C(F)(F)F)cc2)nc1O	1	11	1	11	15
33	Cc1ccc(NS(=O)(=O)c2ccc(C)c(NC(=O)COc3ccc4ccccc4c3)c2)c(C)c1	-30	-59	-30	-41	-55
34	CN(C)S(=O)(=O)c1cccc(NC(=O)COC(=O)CNC(=O)c2cccc([N+](=O)[O-])c2)c1	4	3	-2	1	2
35	CC1(C)SC2c3ccccc3C(=O)N2[C@@H]1C(=O)NCc1ccco1 (some centres undefined)	0	-2	-1	-2	1
36	Cc1ccccc1C(=O)NC(CC(C)C)C(=O)NCC(C)(C)N1CCOCC1 (centres undefined)	.	.	.	2	4
37	O=C1c2ccccc2C(=O)N1CCCc1nc(-c2cccnc2)no1	-1	0	3	-9	7
38	c1ccc2c(c1)Nc1ccncc1S2	-2	-12	2	-7	2
39	CC(C)(C)C(=O)c1cn(CC(=O)NCc2ccc3c(c2)OCO3)c2ccccc12	0	-1	0	4	3
40	Cc1nc2nc(-c3ccc(Cl)cc3)[nH]n2c(=O)c1Cc1ccccc1	-3	-78	3	1	-2
41	O=C(Nc1c(-c2ccccc2)nc2ncccn12)c1cc2ccccc2oc1=O	9	3	-1	9	1
42	C=CCOn1c(=O)c(-c2cc3ccccc3o2)[n+]([O-])c2ccccc21	2	-10	3	7	4
43	CCOC(=O)c1cccc(N2C(N)=NC(N)=NC2(C)C)c1	-1	3	-3	10	3
44	Cc1ccc(Cn2nnc3c(=O)n(CC(=O)NCc4ccco4)cnc32)cc1	-3	-5	-1	-3	1
45	O=C(O)CCC(=O)Nc1ccccc1C(=O)NCCc1ccccc1	-1	1	3	2	3

cpd	PAFAH1B2 FP inh	PME-1 primary	PAD4 FP inh	pPAFAH FP inh
31	-2	-4	11	22
32	10	0	-2	14
33	-26	-35	-12	25
34	1	2	0	0
35	0	-2	2	1
36	-1	.	-5	5
37	4	0	5	-2
38	6	3	-5	3
39	0	6	-3	0
40	18	0	-4	8
41	-4	4	2	4
42	1	7	2	6
43	1	2	0	-2
44	1	-7	1	4
45	3	4	7	-2

cpd	Compound	Fam108B counter	GSTO1 inh	LYPLA1 inh	PAFAH2 inh	PAFAH1B3 FP inh
46	CC1CCCC(NC(=O)COC(=O)c2ccc([N+](=O)[O-])s2)C1C (centres undefined)	.	.	.	66*	53*
47	CC(=O)Nc1ccc(S(=O)(=O)N2CCN=C2C)cc1	4	6	4	1	-6
48	O=C(Nc1cc(C(F)(F)F)ccc1Cl)c1ccncc1	-4	-4	6	1	1
49	Cc1ccc(S(=O)(=O)N(C)C)cc1NC(=S)N(CCC#N)Cc1cccnc1	-1	2	-1	5	2
50	O=C(NCCCNC(=O)c1ccc(Cl)cc1Cl)c1ccccn1	-4	3	-4	10	2
51	CCCn1cnc2scc(-c3ccc(C)c(C)c3)c2c1=O	-2	2	5	-1	8
52	CCC1CCCCN1CCCNC(=O)COc1cc(=O)n(C)c2ccccc12 (centres undefined)	-2	-14	4	-4	4
53	CN(C)c1ccc(/C=C(\NC(=O)c2ccccc2)C(=O)N/N=C/c2ccc(C(=O)O)cc2)cc1	2	12	-1	-5	13
54	O=C(NCc1ccccc1)c1cccc(OCC(=O)N2CCN(C(=O)c3ccco3)CC2)c1	1	22	-2	5	7
55	COc1ccccc1-n1c(C)nnc1SCC(=O)Nc1cc(C)cc(C)c1	0	2	0	12	8
56	COc1cc(NC(=O)c2ccc(C)cc2C)ccc1NC(=O)c1cccs1	0	3	-4	-1	-1
57	O=C(CSCc1ccc(F)cc1)NCc1cccs1	-2	3	2	-4	-2
58	Cc1c(-c2ccccc2)[n+](=O)c(-c2ccc(Cl)cc2)c(C)n1[O-]	1	9	1	4	6
59	O=C(NCCCc1ccccc1)N1CCOCC1	-1	6	-1	0	4
60	Cc1cc(CN(C)Cc2cn(C)nc2-c2ccc(Oc3ccccc3)cc2)on1	-5	-5	3	-2	0
61	O=C(Cn1cnc2cc(Cl)ccc2c1=O)Nc1ccc2c(c1)OCO2	0	4	4	5	14
62	O=C(CNS(=O)(=O)/C=C/c1ccccc1)OCC(=O)N1CCC(Cc2ccccc2)CC1	0	3	-2	0	0

cpd	PAFAH1B2 FP inh	PME-1 primary	PAD4 FP inh	pPAFAH FP inh
46	15	.	15*	16
47	0	1	1	-4
48	2	-8	2	4
49	6	-2	-2	2
50	5	4	4	-1
51	0	0	4	0
52	6	0	0	-1
53	2	1	-7	6
54	3	-2	-2	5
55	4	-1	1	1
56	3	-5	1	-2
57	7	5	-5	1
58	0	1	-5	4
59	2	-4	4	9
60	-3	-3	0	11
61	2	-2	4	4
62	12	5	-3	13

These rows are one share of the data, so the mix of outcomes need not match the whole.
